AID inhibitor: Primary qHTS assay for inhibitors of Activation Induced Cytidine Deaminase (AID): AID signal; AID deamination FRET fluorescence, UDG-coupled, 4 h; Potency, µM (top dose mostly 115 µM), without a hit: at the top dose activity change, negative = inhibition, actives largely listed as inhibitors; actives 0.32% (n = 91,000); further: nearly all actives have a fitted effect of over 25% in size
Target sequence (Q9GZX7 whole entry, looked up): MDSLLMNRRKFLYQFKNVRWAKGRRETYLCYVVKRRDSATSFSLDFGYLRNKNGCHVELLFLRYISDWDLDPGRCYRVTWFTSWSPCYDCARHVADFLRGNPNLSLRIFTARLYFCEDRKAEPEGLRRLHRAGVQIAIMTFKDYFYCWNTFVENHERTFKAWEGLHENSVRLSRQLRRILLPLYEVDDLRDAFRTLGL
UDG counter: Primary qHTS assay for inhibitors of Activation Induced Cytidine Deaminase (AID): UDG Counterscreen signal. Uracil-DNA glycosylase. FRET deamination/UDG coupled assay, UDG read, 4 h. Potency, µM (series often up to 115 µM), for the others: at the highest dose activity change, negative = inhibition, usual class: inhibitors. actives 0.14% (n = 91,000); further: nearly all actives have a fitted effect of over 65% in size
* hit, by the source's call; ? = inconclusive; [ ] = dose if it differs, or a comment. The call rests on the fitted dose curve; in most records, active means well fitted curve in the direction sought with a large enough effect; inconclusive means small, poorly fitted or top-dose-only effect, or another doubt; inactive means no such curve, though single readings can be large; an effect the other way counts as inactive or inconclusive. On the % scale 0 is the no-effect control and ±100 the full control effect; potency means the concentration at half of the fitted maximal effect. Some of the compounds tested; count on the stated rates, not on these rows.

The line under a structure holds: UDG counter, AID inhibitor
> CCn1c(=O)c2cc(C(=O)NCCCOC)sc2c2ccccc21
  -9%, 0%
> CC(C)c1ccc(OCC(=O)Nc2ccc3oc(-c4cccnc4)nc3c2)cc1
  -14%, -11%
> COCCNCC(=O)C12CC3CC(CC(C3)C1)C2
  -5%, -9%
> CCOC(=O)c1ccc(NC(=O)c2sc3nc(-c4ccncc4)ccc3c2N)cc1
  3%, -21%
> Cc1ccc(-c2noc(CSc3nnc(C)n3-c3ccc(F)cc3)n2)cc1
  ?, -20%
> O=C(CSc1nc2c([nH]c3ccccc32)c(=O)n1-c1ccc(Cl)cc1)NC1CCCCC1
  6%, 31%[activator]
> O=C(CNC(=O)c1ccccc1Cl)OCc1cc(=O)n2nc(C3CC3)sc2n1
  8%, 223%[activator]
> COc1cccc(C(=O)OCCOc2ccccc2Cl)c1O
  -2%, -9%
> Cc1ccccc1-c1noc(CCC(=O)Nc2cccc(C)c2C)n1
  4%, 14%
> Cc1cc(/C=C(\C#N)C(=O)Nc2ccccc2)c(C)n1-c1ccc(F)cc1
  1%, 22%

Continuation.
The line under a structure holds: UDG counter, AID inhibitor
> CCOC(=O)CNC(=O)Nc1cc(C(=O)NCc2ccc(C(C)C)cc2)ccc1N1CCCC1
  -10%, ?
> COc1ccc(CNC(=O)c2nc(Cn3nc(C)c(Br)c3C)no2)cc1OC
  -1%, 0%
> COc1ccc(-n2nc(C(=O)NCc3ccc(F)cc3Cl)c3c4ccccc4n(C)c3c2=O)cc1Cl
  3%, 7%
> CCOC(=O)/C(C#N)=C/c1cccnc1
  -1%, -10%
> Cn1cc(C(=O)N2CCN(S(=O)(=O)c3cccc(Br)c3)CC2)c2ccccc21
  -3%, ?
> COC(=O)c1ccc(/C=N/NC(=O)C2CC2)cc1
  3%, -7%
> Clc1ccccc1CNCCN1CCCC1
  3%, 3%
> COc1ccc(C(=O)Oc2cccc(C)c2C)cc1Br
  -2%, 3%
> Cc1c(C(=O)c2ccccc2)oc2ccc(N)cc12
  -7%, 0%
> Cc1ccc2nc(C)c(Cc3nnc(SCC(=O)Nc4cccc(Cl)c4C)n3C)c(=O)n2c1
  -4%, 3%

Continuation.
The line under a structure holds: UDG counter, AID inhibitor
> O=C(O)CC(C(=O)O)c1ccc(OCCCOc2ccc(C(CC(=O)O)C(=O)O)cc2)cc1 (centres undefined)
  0%, 6%
> O=C(CSc1nccn1Cc1ccccc1)Nc1ccc2c(c1)OCO2
  -2%, -2%
> COc1ccc(-n2cc(-c3ccccc3)nc2SCC(=O)Nc2ccccc2)cc1Cl
  -3%, -15%
> COc1ccccc1CNC(=O)c1ccc(C)c(-n2cnc3cccnc32)c1
  -17%, -3%
> COc1ccc(-c2nnc(C3CCN(S(=O)(=O)c4ccc(C)c(C)c4)CC3)o2)cc1
  -10%, ?
> CCOc1ccc(-c2nonc2NC(=O)c2oc3ccc(Cl)cc3c2C)cc1
  0%[57.5 µM], -29%
> Cc1ccc(OCc2nc(-c3ccc(C(=O)NCCc4ccc(S(N)(=O)=O)cc4)cc3)oc2C)cc1
  2%, 2%
> CCS(=O)(=O)N1CCc2cc(C(=O)CSc3nnc(C)n3C3CC3)ccc21
  2%, 3%
> CCOc1ccc2nc(N3CCCC(C(=O)Nc4ccc(Br)c(C)c4)C3)sc2c1 (centres undefined)
  -19%, ?
> CCc1ccc(-c2nn(C)c(=O)c3c2CCCC3)cc1S(=O)(=O)Nc1cccc(C(C)=O)c1
  -1%, -15%

(next part)
The line under a structure holds: UDG counter, AID inhibitor
> CC1=NN(c2nc(C)cc(C)n2)C(=O)C1Cc1ccc(Br)cc1 (centres undefined)
  4%, 2%
> CSc1cccc(N=Cc2cc(Cl)ccc2O)c1
  3%, -11%
> CCOc1ccc(-c2cc(C(=O)NC(C)C)c3ccccc3n2)cc1
  -6%, -3%
> C=C(C)COc1cccc(C(=O)Nc2ccccc2)c1
  -2%, -17%
> O/N=C/C(Cl)=C(Sc1ccc(Cl)cc1)Sc1ccc(Cl)cc1
  -11%, -17%
> CC(C)(C)c1ccc(C(=O)N2CCC(c3nc(-c4ccc(S(=O)(=O)N5CCCC5)cc4)no3)CC2)cc1
  -7%, 3%
> CC(=O)N(Cc1cccnc1)c1nc2c(C)cc(C)cc2s1
  48%[activator], ?
> Cc1c(C(=O)N(CCC#N)c2ccccc2)sc2nc3n(c(=O)c12)CCCC3
  7%, -5%
> CCC(CC)C(=O)Nc1nnc(SCc2cc(=O)c3ccccc3[nH]2)s1
  -2%[57.5 µM], 2%
> Cc1ccccc1NC(=O)CN1C(=O)C(C)(C)c2ccccc21
  -8%[57.5 µM], -8%[57.5 µM]

Further structures follow:
The line under a structure holds: UDG counter, AID inhibitor
> COc1cccc(CNC(=O)c2cccc(-n3c(C)nc4cccnc43)c2C)c1
  ?, 2%
> CCCCN(CCCC)C(=O)c1cc2c(=O)n3ccccc3nc2s1
  -5%, -10%
> Cc1cc(C)c(C(N)C(=O)O)cc1C (centres undefined)
  -1%, 0%
> Cc1cccc(N(C)S(=O)(=O)c2cc3[nH]c(=O)c(=O)[nH]c3cc2C)c1
  -7%[57.5 µM], -6%
> Oc1cccc(/C=C/c2nc3cc(Cl)ccc3o2)c1
  1%, -1%
> O=S(=O)(NC(c1ccccc1)C1CC1)c1cccs1 (centres undefined)
  -12%, -13%
> COc1cc(Cn2c(=O)oc3ccc(C)cc32)ccc1OCCC(C)C
  -18%, ?
> COc1ccc(/C=C\c2onc(C)c2S(=O)(=O)N2CCC(C(=O)Nc3cccc(Cl)c3)CC2)cc1
  -6%[57.5 µM], -12%
> Cc1cc(C)c2c(=O)cc(C(=O)Nc3cccnc3)oc2c1
  -4%, 4%
> COc1ccc(S(=O)(=O)NCCc2csc(-c3cccc(F)c3)n2)cc1OC
  -4%, 6%

(listing goes on)
The line under a structure holds: UDG counter, AID inhibitor
> COc1ccc2c(CNC3CCCCCC3)c(C(=O)O)n(Cc3ccc(C)cc3)c2c1
  -9%, -6%
> Cc1cc(C)cc(NC(=O)CCc2c(C)nc3nc(CNC(=O)c4cccc(F)c4)nn3c2C)c1
  -10%[57.5 µM], -27%
> Cc1ccc(-n2c(SCc3nc(-c4ccccc4C)no3)nnc2-c2ccncc2)cc1C
  ?, 32µM*
> COC(=O)c1ccccc1NC(=O)CCCn1nc(C)c2sc3ccccc3c2c1=O
  34%[activator], -11%
> CCOc1ccc(CCNC(=O)c2cc3c(-c4cccc(OC)c4)nn(C)c3s2)cc1OCC
  ?, ?
> CC(C)(C)c1ccc(S(=O)(=O)Nc2ccc(O)c(Sc3nc4ccccc4s3)c2)cc1
  -5%[57.5 µM], 16%[57.5 µM]
> Cc1cccc(CN2C(=O)c3ccccc3S(=O)(=O)c3ccc(C(=O)N(C)Cc4ccccc4)cc32)c1
  -13%, -2%
> COc1ccc(NC(=O)C(CC(C)C)NC(=O)C2CCCCC2)cc1 (centres undefined)
  12%, 37%[activator]
> CC1CN(C)C(C)(C)CC1O (centres undefined)
  -8%, -10%
> CCOc1ccc(S(=O)(=O)N(CC(=O)Nc2cccc(C)c2)c2ccccc2)cc1
  -3%, 2%

Following part:
The line under a structure holds: UDG counter, AID inhibitor
> Cc1ccc(C(=O)NC(NC(C)C)C(Cl)(Cl)Cl)cc1 (centres undefined)
  4%, -1%
> Oc1ccccc1-c1nc(-c2cccs2)c(-c2cccs2)[nH]1
  -2%, 8%
> Cc1cc(NC(=O)COC(=O)c2nn(C(C)C)c(=O)c3ccccc23)no1
  8%, 9%
> Cc1ccc2nc(CO)[nH]c2c1
  -5%, 5%
> O=C(c1cc2ccccc2oc1=O)N(Cc1ccc(Cl)cc1)C1CCS(=O)(=O)C1 (centres undefined)
  5%, -2%
> COc1ccc(CNC(=O)Cn2ncc3c(=O)oc4ccccc4c32)c(OC)c1
  1%, 17%
> COc1ccc(C(=O)N2CCC(C(=O)Nc3ccc(OC)cc3OC)CC2)cc1
  6%, 16%
> Cc1ccc(N(CC(=O)NCCSc2ccccc2)S(=O)(=O)c2ccc(F)cc2)cc1
  -15%, ?
> CN(C)CCCNc1oc(-c2ccccc2F)nc1C#N
  -1%, 1%
> CCCCCNC(=O)C(C#N)c1nc2ccccc2nc1N1CCCC1 (centres undefined)
  -11%, 2%

(cont.)
The line under a structure holds: UDG counter, AID inhibitor
> CCCn1c2ccccc2c2cnn(CC(=O)NCCc3ccc(OC)cc3OC)c(=O)c21
  -5%, 6%
> CCc1nc2sc3c(NC4CCCCC4)ncnc3c2c2c1COC(C)(C)C2
  -6%, -2%
> N#Cc1ccc(CSc2ccc3c(c2)OCCCO3)cc1
  -10%, -16%
> CCc1ccc(NC(=O)c2oc3c(c2C)-c2[nH]ncc2CC3)cc1
  -17%[57.5 µM], ?
> CCOC(=O)c1nc(N2CCN(c3ccc(F)cc3)CC2)c2c(C)noc2n1
  20%, 2%
> CCCCSc1nnc2c(n1)OC(c1ccc(C)s1)Nc1ccccc1-2 (centres undefined)
  -4%, -1%
> O=C(NCCc1cccnc1)C12CC3CC(CC(C3)C1)C2
  -3%, -4%
> FC(F)(F)c1cccc(N2CCN(Cc3ncc(-c4ccccc4)o3)CC2)c1
  -4%, -17%
> O=C(Nc1cccc(Cl)c1Cl)c1cc2nc(-c3ccc4c(c3)OCO4)cc(C(F)(F)F)n2n1
  -10%[57.5 µM], -8%[57.5 µM]
> CCn1c(C)c(C)c2cc(C(=O)NCC(C)c3ccccc3)ccc21 (centres undefined)
  -1%, -10%

The list goes on:
The line under a structure holds: UDG counter, AID inhibitor
> CCN(C(=O)CSc1nc2ccccc2n1CC(=O)Nc1ccccc1C)c1ccccc1
  ?, ?
> COc1ccc(C(CNC(=O)c2ccc(C#N)cc2)N2CCOCC2)cc1OC (centres undefined)
  0%, -1%
> COc1cccc(CNC(=O)c2ccc3c(Cl)c4c(nc3c2)CCCC4)c1
  -20%, ?
> COc1ccccc1CNC(=O)CCn1c(=O)c2ccccc2n(CC(=O)Nc2ccc(C)cc2)c1=O
  -8%, 10%
> Cc1c2cnn(CC(=O)N3CCCCC3)c(=O)c2c(C)n1Cc1ccc(Cl)cc1
  9%, -9%
> COc1cc(/C=C/c2nc(N)nc(-c3ccccc3O)n2)cc(OC)c1OC
  1%, -4%
> Cc1ccc(C2=C(O)C(=O)N(Cc3ccccn3)C2c2ccccc2)cc1 (centres undefined)
  4%, -1%
> CCOC(=O)c1c(NC(=O)c2cc(-c3ccccc3)on2)sc2c1CCCC2
  7%, -11%
> Cc1ccc(N/N=C/C=C/c2ccccc2[N+](=O)[O-])c(C)c1
  -7%, -14%
> CC1CCCN(S(=O)(=O)c2ccc3c(c2)CCN3C(=O)CCC(=O)O)C1 (centres undefined)
  8%, 4%

The list continues:
The line under a structure holds: UDG counter, AID inhibitor
> O=C(CSc1nc2c(c(=O)n1CCc1ccccc1)SCC2)Nc1cccc2ccccc12
  -6%, -5%
> COc1cc(C)ccc1OCCSc1nc2ccc(NC(=O)c3ccco3)cc2s1
  0%, ?
> Cc1ccc(S(=O)(=O)Nc2cccc(-c3ccc(N4CCC(C)CC4)nn3)c2)s1
  43%[activator], 14%
> Cn1c(-n2cccc2)c(-c2c(-c3ccc(F)cc3)[nH]c3c2c(=O)n(C)c(=O)n3C)c(=O)n(C)c1=O
  -15%, 48%[activator]
> CCOc1ccc(NC(=O)CSc2nc3ccsc3c(=O)n2C(C)CC)cc1 (centres undefined)
  4%[57.5 µM], 9%
> COc1cc(/C=C2\Oc3cc(OS(=O)(=O)c4ccc(C)cc4)ccc3C2=O)cc(OC)c1OC
  4%, -2%
> CN(C)C(=S)SCC(=O)NCCNC(=O)CSC(=S)N(C)C
  1%, 6%
> Cc1ccc(NC(=O)Cn2c(=O)n(-c3ccc(C)cc3)c(=O)c3ccc(C(=O)NCc4ccccc4Cl)cc32)cc1
  1%, 28%
> COc1ccc(-c2noc(CCC(=O)NCc3ccc(OC)cc3OC)n2)cc1
  -27%, 14%
> COc1ccc(-n2nnc(-c3nsc(NC(=O)c4cccc(C)c4)n3)c2C)cc1OC
  -15%, -7%

(more compounds)
The line under a structure holds: UDG counter, AID inhibitor
> COc1cc(OC)cc(-c2cc3nc(C)c(CCC(=O)NCc4ccccc4)c(C)n3n2)c1
  -4%, ?
> Cc1c(C2=CCN(S(=O)(=O)c3ccc(Br)cc3)CC2)c2ccccc2n1CC(=O)N1CCCC1
  -9%, 50%[activator]
> COc1cccc(NC(=O)Cn2cc(C(=O)c3ccc(F)cc3)c(=O)c3cc(OC)ccc32)c1
  -8%, -12%
> Cc1ccccc1-c1nnc(SCC(=O)c2ccc(C#N)cc2)n1C
  -1%, -3%

Screening results as filed in PubChem.
